From PubChem
SUMO Mot1 rescue = inhibitors of SUMOylation pathway: yeast Mot1-301 growth rescue; 320,000 tested, 1% active; S. cerevisiae Mot1-301 growth rescue, ATP luminescence, 38.5C; percent above DMSO median, 100 means doubled; growth rescue, % at 18.8 µM;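 active means every valid replicate shows activation above 250% relative to neutral control wells; inactive means the rest, any valid replicate at or below 250%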;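 further: OY570 slx delta 5 strain wells were the positive control but not used for scaling; some compounds called inactive have numbers as strong as hits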
CDK5 p35 inh = CDK5/p35 (human) kinase inhibition | 330,000 tested, 0.01% active | Recombinant CDK5/p35, ADP-Glo luminescence, 60 min | Q00535+Q15078 | inhibition, % at 10 µM;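 active means highest replicate inhibition of at least 50% and at least 75% of replicates reaching 50%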;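 further: plate controls were DMSO neutral control for no effect and GW8510 at 10 µM for full effect; many of its hits are not listed in these tables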
PvdQ acylase = P. aeruginosa PvdQ acylase inhibition; purified PvdQ acylase, fluorescence plate reader; inhibition, % at 10 µM; 340,000 tested, 0.063% active; in the data active means inhibition above about 30%, passing the limit was not always enough;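 further: 0% = vehicle neutral wells and 100% = reference inhibitor wells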
dFosB act = enhances mouse delta FosB homodimer DNA binding; activation, % at 25 µM; purified delta FosB, TAMRA-CDK5 oligo fluorescence polarization; percent of positive-control signal above neutral wells; AID 493131; 340,000 tested, 0.99% active; P13346;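 active means mean activation above about 17%, with every replicate also reaching it, limit read from the data, passing the limit was not always enough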;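 further: fluorescence polarization rise as delta FosB binds a TAMRA Cdk5 AP-1 oligo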
Target sequence (P13346 whole entry, looked up): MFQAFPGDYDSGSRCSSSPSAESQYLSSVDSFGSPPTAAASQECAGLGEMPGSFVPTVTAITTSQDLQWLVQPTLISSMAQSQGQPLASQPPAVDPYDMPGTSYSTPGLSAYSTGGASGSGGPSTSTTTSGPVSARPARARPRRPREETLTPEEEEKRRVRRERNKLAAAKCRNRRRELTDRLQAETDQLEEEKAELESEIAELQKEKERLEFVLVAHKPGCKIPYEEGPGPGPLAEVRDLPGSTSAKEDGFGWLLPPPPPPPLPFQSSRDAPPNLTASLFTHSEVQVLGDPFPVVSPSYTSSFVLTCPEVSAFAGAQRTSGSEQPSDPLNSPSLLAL
Keap1 Nrf2 FP = inhibitors of human Keap1-Nrf2 protein-protein interaction; 340,000 tested, 0.15% active; Q14145; Keap1 Kelch-Nrf2 peptide fluorescence polarization, 1536-well; inhibition, % at 9.4 µM; AID 504523; in the data active means inhibition above about 12%;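 further: human Keap1 Kelch domain with fluorescein labeled Nrf2 9mer peptide probe; 0% = neutral control wells and 100% = peptide positive control; higher means more block of Keap1 binding to Nrf2 peptide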
Target sequence (Q14145 whole entry, looked up, the tested form may be a part): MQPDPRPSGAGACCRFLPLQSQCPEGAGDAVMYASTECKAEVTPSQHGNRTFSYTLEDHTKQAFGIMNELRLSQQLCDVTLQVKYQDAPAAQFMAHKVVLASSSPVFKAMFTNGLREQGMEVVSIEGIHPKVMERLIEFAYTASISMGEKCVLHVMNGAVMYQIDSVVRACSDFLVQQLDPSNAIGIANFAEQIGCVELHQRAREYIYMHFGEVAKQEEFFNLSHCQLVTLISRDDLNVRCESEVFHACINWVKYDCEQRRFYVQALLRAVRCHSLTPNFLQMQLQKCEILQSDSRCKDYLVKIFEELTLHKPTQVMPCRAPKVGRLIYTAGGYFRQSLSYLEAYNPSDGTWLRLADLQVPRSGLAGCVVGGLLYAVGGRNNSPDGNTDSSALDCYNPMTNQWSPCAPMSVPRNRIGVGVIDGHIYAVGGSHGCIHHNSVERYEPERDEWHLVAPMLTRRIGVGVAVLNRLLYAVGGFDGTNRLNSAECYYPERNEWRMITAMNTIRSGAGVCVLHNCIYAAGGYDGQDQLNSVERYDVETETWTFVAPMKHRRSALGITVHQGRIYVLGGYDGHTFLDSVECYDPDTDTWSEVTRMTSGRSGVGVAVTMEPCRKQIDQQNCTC
Cardiac RTF inh = cardiac RTF calcium desensitization; 340,000 tested, 0.12% active; IANBD-labeled cardiac RTF, Ca2+ fluorescence; P19429+P45379; inhibition, % at 7.15 µM;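 active means inhibition above the mean inhibition of all tested compounds plus 3 SD, cut at about 17% in these data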;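 further: assay run at fixed EC70 calcium of 1.6 mM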
Rtt109 HAT inh = inhibitors of Candida albicans Rtt109/Vps75 histone acetyltransferase; inhibition, % at 34.9 µM; Q5AAJ8; purified Rtt109/Vps75, ThioGlo CoA-SH fluorescence, 4 h; 330,000 tested, 0.16% active;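 active means inhibition of at least 50% in every replicate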
PfHsp90 set2 = growth inhibition of yeast expressing Plasmodium Hsp90; 310,000 tested, 0.32% active; S. cerevisiae expressing PfHsp90, BacTiter-Glo ATP, 48 h; yeast lacking PDR1 and PDR3 efflux regulators; AID 504621; inhibition, % at 9.4 µM;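 active means every replicate shows inhibition above about 80%, whatever the replicate mean, limit read from the data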;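 further: 0% = DMSO neutral controls and 100% = 20 µM radicicol positive controls; yeast relying on Plasmodium falciparum Hsp90 in place of its own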
C-LANA FP = KSHV C-LANA DNA binding inhibition. MBP-C-LANA/FAM-LBS DNA binding, fluorescence polarization. inhibition, % at 9 µM. 340,000 tested, 0.078% active. AID 504423;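 active means highest replicate inhibition at or above 60% at 9 µM, even if other replicates fall short; inactive means all replicates below 60% inhibition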;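 further: 0% = neutral control wells and 100% = 4 µM acridine orange control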
RTF Ca sens act = cardiac RTF calcium sensitization; P19429+P45379; IANBD-labeled TnC RTF fluorescence at EC20 calcium; 0% EC20 calcium, 100% full calcium; activation, % at 7.2 µM; 340,000 tested, 0.24% active;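 active means activation above the mean over all tested compounds plus 3 SD, cut at about 30% in these data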;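 further: rise in fluorescence read as greater calcium sensitivity of cardiac thin filaments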
NSD2 inh = inhibitors of human histone methyltransferase NSD2; O96028; NSD2 peptide methylation, AlphaScreen, 120 min; inhibition, % at 12.5 µM; 310,000 tested, 0.54% active; in the data active means inhibition above about 50%
Starred values were filed as active, the others as inactive; i = inactive; / = not tested or not shown; + = active, no number.

SMILES	SUMO Mot1 rescue	CDK5 p35 inh	PvdQ acylase	dFosB act	Keap1 Nrf2 FP	Cardiac RTF inh	Rtt109 HAT inh	PfHsp90 set2	C-LANA FP	RTF Ca sens act	NSD2 inh
COc1ccc(Cc2[nH]n3c(=O)cc(C(C)C)nc3c2-c2ccccc2)cc1	-18.9	0.1	-3.0	1.9	-2.4	-5.1	3.8	-8.4	0.2	-4.2	7.5
O=C(O)Cc1csc(-c2ccc(F)cc2)n1	-10.4	1.0	-13.5	-1.1	-6.6	-2.0	1.2	/	-0.4	15.4	-2.5
Cc1ccc(S(=O)(=O)N2CCN(C(=O)CSc3ncn[nH]3)CC2)c(C)c1	3.6	-1.4	-15.2	-7.5	-1.8	-1.1	14.6	-24.9	0.0	0.3	0.5
CCN(CC)CCNC(=O)Cc1c(C(=O)O)n(C)c2ccccc12	1.5	1.5	-13.8	7.1	-1.9	-0.6	-2.3	-12.5	1.3	1.8	-0.2
CN(CC(=O)Nc1cccc(F)c1)C(=O)C1CCC(C(=O)N(C)CC(=O)Nc2cccc(F)c2)CC1 (configuration not stated)	/	-2.9	-17.0	-9.4	-3.2	-20.8	-3.4	1.3	-0.1	-0.3	-3.7
CCOc1ccc(NC(=O)C2CCCN(S(=O)(=O)c3ccc(-n4cnnn4)cc3)C2)cc1 (configuration not stated)	17.6	-1.3	5.2	-4.8	2.2	-3.3	6.3	-8.7	1.3	-6.5	/
C[C@H]1CN([C@@H](C)CO)C(=O)Cc2cc(NC(=O)CCC(F)(F)F)ccc2O[C@H]1CN(C)CC1CC1	-12.2	1.2	-11.6	-0.2	3.9	-7.8	-4.7	1.7	2.8	-0.5	/
CCC(=O)Nc1ccc(S(=O)(=O)Nc2c(NC)c3ccccc3oc2=O)cc1	10.6	1.0	-15.4	10.1	-1.4	-2.6	-12.9	-1.6	0.9	-1.8	-2.2
O=C(NCc1ccc2c(c1)OCO2)c1cc([N+](=O)[O-])ccc1N1CCCCC1	-2.7	0.0	-4.3	-3.2	-3.3	-13.0	0.9	-24.4	0.6	2.8	0.3
COc1cccc(C2[C@H](C)C3(CCN2C)OCCO3)c1 (some centres not stated)	5.4	-0.2	0.7	0.1	-4.7	3.8	0.6	-6.5	1.0	1.2	-0.6
O=C(COC(=O)c1cccc(OC(F)F)c1)NC(=O)NC1CCCCC1	3.3	-1.2	-13.2	0.6	/	6.9	/	-27.5	/	4.6	-2.0
CC(C)(C)c1cc(N/C=C\c2nnnn2-c2ccc(Br)cc2)no1	i	1.1	-8.6	-12.5	3.2	-5.8	-0.1	/	-1.9	6.4	1.3
Cc1ccc2c(c1)-c1c(cnn1CC(=O)N(Cc1ccco1)C1CCCCC1)CO2	-1.5	-2.1	-7.5	-26.1	-4.7	1.5	1.2	-3.5	0.7	0.9	/
Cc1ccc(Cl)c(OCC(=O)Nc2cc(S(=O)(=O)N3CCOCC3)ccc2N2CCCC2)c1	-9.5	-0.3	0.2	-7.2	-1.7	-1.9	-4.4	3.6	-1.1	-0.6	73.0*
O=C(COc1ccc(F)cc1)Nc1ccc(-n2cnnn2)cc1	5.6	0.0	-3.0	-3.9	-4.5	-2.8	5.2	-2.7	0.0	-3.2	-1.1

Looked up above:
Entry for CCC(=O)Nc1ccc(S(=O)(=O)Nc2c(NC)c3ccccc3oc2=O)cc1 in Rtt109 HAT inh: -12.9
Entry for Cc1ccc(S(=O)(=O)N2CCN(C(=O)CSc3ncn[nH]3)CC2)c(C)c1 in NSD2 inh: 0.5

(list continues)
SMILES	SUMO Mot1 rescue	CDK5 p35 inh	PvdQ acylase	dFosB act	Keap1 Nrf2 FP	Cardiac RTF inh	Rtt109 HAT inh	PfHsp90 set2	C-LANA FP	RTF Ca sens act	NSD2 inh
COCCN(C(=O)CSc1nnc(-c2ccc(C(C)(C)C)cc2)n1N)c1c(N)n(CC(C)C)c(=O)[nH]c1=O	0.5	-1.0	-8.7	-12.8	-4.1	-5.3	10.9	-30.8	0.0	0.6	-1.2
c1ccc2c(c1)SCc1nnc(-c3ccncc3)n1-2	-3.7	1.2	-11.1	3.0	-2.3	-3.4	-4.1	29.9	-0.5	2.4	-0.4
COC(=O)c1ccc(Cn2nnc3c(=O)[nH]c(C4CCN(S(=O)(=O)c5ccc(F)cc5)CC4)nc32)cc1	6.2	-0.4	-3.4	-19.9	6.7	-0.5	6.0	5.1	-0.8	0.0	-3.5
CCCCCN1C(C)=CC(=C(C#N)C#N)C=C1C	-19.9	-2.5	-6.5	-3.2	-4.5	-8.2	1.3	0.7	-0.4	-3.7	-0.9
COc1ccc(C(=O)COC(=O)/C=C/c2ccc(S(=O)(=O)Nc3cccc(S(N)(=O)=O)c3)cc2)cc1	-6.2	2.1	8.6	-4.0	-0.9	-10.1	-3.8	15.1	0.7	-2.3	-0.4
O=C(Nc1ccc(N2CCOCC2)cc1N1CCOCC1)c1ccc(Cl)cc1	6.1	-1.7	-14.3	-10.6	-3.9	7.5	-12.7	-37.2	-1.7	-3.2	/
CC1(C)Cc2c(C#N)c(N3CCN(C(=O)c4ccco4)CC3)nc(-c3ccco3)c2CS1	/	-1.1	9.3	2.2	-6.8	3.0	-1.5	-30.7	1.4	0.0	0.3
C(=N\Nc1ccccn1)/c1cccnc1	313.6	1.9	-6.6	1.3	-6.9	-1.0	-7.9	-20.0	-0.4	-8.9	6.7
CC(/C=N/NC(=O)Cn1cnc2c1c(=O)n(C)c(=O)n2C)=C\c1ccco1	7.6	-0.7	-3.7	-1.8	-6.0	3.7	-4.9	-6.0	3.3	2.6	11.9
O=C(Nc1ccccc1Cl)N1CCn2c(nc3ccccc32)C1	87.3	-0.6	-0.2	-4.6	1.3	3.8	4.8	15.4	-0.9	-0.2	-7.8
Cc1ccc(NC2CCCN(C(=O)c3cc4ncccn4n3)C2)cc1C (configuration not stated)	9.1	0.6	2.8	-7.5	-4.2	-4.7	-6.6	4.2	0.4	-4.0	17.3
COC(=O)c1cn(NC(=O)C2CCCO2)c(=O)c2ccccc12 (configuration not stated)	7.6	-0.3	4.3	3.5	0.4	9.3	3.8	-7.4	1.0	2.5	-3.3
Cc1cc(C)cc(NC(=O)C2CCCC2)c1	-4.2	-1.5	13.2	-1.4	-6.7	-11.2	12.6	/	-2.2	-1.7	-3.5
CSc1ccc(C2C(C#N)=C(N)Oc3c2ccc(=O)c2c(C)oc(C)c32)cc1 (configuration not stated)	-8.6	0.4	-15.8	-14.2	-12.9	-18.5	6.5	-10.5	7.3	11.9	/
C=CCNc1nnc(SC2CC(=O)N(c3ccc(OCCC)cc3)C2=O)s1 (configuration not stated)	+	0.9	2.5	3.2	-7.0	7.9	-2.4	9.8	-1.0	-2.2	-2.3
O=C(CCCSc1nc2ccccc2[nH]1)NCc1ccco1	11.0	1.4	-6.2	-3.7	7.5	-28.1	-6.6	/	0.6	7.6	-4.7
O=C(Nc1ccc(F)cc1)C1CCCN(C2=NS(=O)(=O)c3ccccc32)C1 (configuration not stated)	8.5	0.8	12.7	-5.6	2.4	-3.1	0.7	19.6	0.0	-3.6	-1.3
CCOC(=O)CCc1c(C)c(C#N)c2nc3ccccc3n2c1-n1cnc2ccccc21	266.0	-7.3	-12.1	-10.2	-6.4	1.6	0.7	/	0.5	8.8	8.3
CCOc1cc(Br)cc(/C=N/NC(=O)c2cccnc2)c1O	175.5	0.8	-4.1	-6.0	-1.2	0.4	4.4	8.2	-0.3	1.5	1.2
CN1CCc2c(sc(NC(=O)c3ccc(S(=O)(=O)N4CCCC4)cc3)c2C(N)=O)C1	-4.1	0.3	-6.1	-9.9	-1.5	-10.8	-1.2	6.3	3.2	-2.7	1.1
O=C(NCCCN1CCCC1=O)C1CCN(S(=O)(=O)N2CCOCC2)CC1	/	0.7	-10.9	-6.4	-5.6	2.8	2.9	-9.4	0.0	0.5	0.4
Cc1ccc2c(c1)N(CC(=O)NCc1cccs1)C(=O)CO2	-6.0	0.4	-16.3	1.7	-4.5	-13.4	-3.7	/	1.4	-0.7	-9.2
CNC(=S)NNC(=O)Cn1ccc(C)n1	44.5	1.1	-4.0	3.5	-0.1	-5.7	-4.1	-30.8	3.2	-6.7	-10.3
COC(=O)c1c(C(=O)OC)c(-c2ccc(C)cc2)n2c1CS(=O)(=O)C2	3.6	-1.4	-5.6	-4.5	-5.1	8.7	9.5	-4.1	-2.4	-4.3	-3.2
CN[C@@H](C)C(=O)NC[C@H]1O[C@@H](n2cnc3c(N)ncnc32)[C@H](O)[C@@H]1O	/	1.0	-13.8	-0.9	1.7	-4.5	4.7	-16.7	0.5	-5.8	/
O=C(CSc1ccccc1F)NC1CCS(=O)(=O)C1 (configuration not stated)	-0.2	-2.0	-9.7	1.9	-6.0	-0.4	5.4	1.2	3.0	-2.2	-3.0
COc1ccc(Cl)cc1-c1n[nH]c(=S)n1Cc1ccccc1	-6.0	-3.0	-11.4	0.6	-1.4	-3.9	-4.4	-3.8	1.1	-3.7	3.9
O/N=C(\c1ccccc1)c1nccc2ccccc12	1.7	-0.5	-5.8	-1.5	1.4	-2.4	-4.4	-11.8	-1.2	-10.6	5.5
CCOC(=O)c1ccc(N=Cc2nc3ccccc3n2C)cc1	-21.7	-0.2	-13.3	1.2	-1.9	-3.9	-7.9	5.6	0.4	-2.7	-0.2
CC1CN(CCCOc2ccccc2-c2ccccc2)CC(C)O1 (configuration not stated)	36.8	1.2	-3.3	5.8	-3.1	0.7	5.2	25.3	-0.6	-0.5	-2.1
Cn1c(N)c(C(=O)COC(=O)c2ccc(Cl)c(S(=O)(=O)N3CCCCC3)c2)c(=O)n(C)c1=O	-8.3	-2.0	-0.2	-5.4	-0.5	-9.1	18.7	-3.3	2.0	-2.6	-2.1
Nc1nc(SCc2ccc(F)cc2)n[nH]1	-11.5	0.5	-16.0	5.6	-3.6	-1.1	-3.0	0.6	1.1	0.2	-1.4
Cc1ccc(-c2noc(CSc3nnnn3C3CCCCC3)n2)cc1	8.5	-1.4	-5.0	3.0	-3.8	-5.7	-12.5	-45.3	0.4	-6.8	/
CCOC(=O)N1CCC(NC(=O)C2CCN(S(=O)(=O)c3cccs3)CC2)CC1	-19.2	3.1	-19.8	0.8	-1.3	-10.7	6.1	2.9	0.3	1.0	3.4
CN(c1cccc(NC(=O)CCSc2ccccc2)c1)S(C)(=O)=O	-11.3	0.4	-11.0	-2.9	-5.5	-12.2	-9.7	-1.8	0.2	-1.3	-1.3
O=C1CCc2cc(S(=O)(=O)N3CCN(c4cccc(C(F)(F)F)c4)CC3)ccc2N1	-10.3	0.9	-2.5	-10.7	1.0	-4.4	-9.8	/	-0.8	-1.7	3.5
Cc1ccc2c(c1)sc(=NC(=O)c1cccs1)n2C	950.0	0.9	6.2	-7.9	3.6	-11.8	4.5	-0.2	-2.2	-3.8	1.7
CCc1ccc(N2C(=O)CC(c3ccc(F)cc3)C3=C2COC3=O)cc1 (configuration not stated)	/	-2.1	-4.3	-8.6	-2.3	-1.0	-3.5	/	0.5	0.6	/
